# Statin myotox sup: suppressors of simvastatin-induced myotoxicity in C2C12 myotubes. rescue of ATP level, % at 7.49 µM. hit rate 0.78% among 330,000. ATP luminescence, 48 h; scaled: DMSO 0, geranylgeraniol control 100. AID 602340;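 active means mean ATP rescue above about 67%, or every replicate alone reaching that limit, limit read from the data, passing the limit was not always enough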;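 further: myotubes were challenged with 10 µM simvastatin during compound exposure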
# PglD DTNB: inhibitors of Campylobacter jejuni PglD acetyltransferase; purified PglD enzyme, DTNB colorimetric CoA detection; inhibition, % at 12.5 µM; hit rate 0.098% among 360,000; in the data active means inhibition above about 16%, passing the limit was not always enough; further: strong numbers were not always called active
# CFTR F508del cor: correctors of CFTR F508del function in bronchial epithelial cells. activity (quench increase), % at 7.58 µM. CFBE cells, YFP halide quenching; stimulated with forskolin plus potentiator P3; % fluorescence drop versus neutral controls. hit rate 0.36% among 350,000. AID 720511;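 active means mean added fluorescence quench of at least 8% versus neutral control, with both replicates also reaching 8%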;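 further: cells transiently co-express mutant CFTR-F508del with the halide-sensitive YFP; corrector assay measuring rescue of mutant channel to the surface after 24 h compound exposure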
# miR122 inh: blocks miR-122 activity in Huh7 sensor cells | Huh7 miR-122 Renilla luciferase sensor, 48 h; neutral wells = 0, positive control = 100 | activation (reporter increase), % at 12.5 µM | hit rate 0.3% among 340,000 | AID 602342;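 active means mean replicate activation score at least 90 and every replicate individually at or above 90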;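 further: higher luciferase means less miR-122 activity so hits act as miR-122 inhibitors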
# FN deposition inh: fibronectin deposition inhibition | AH1F fibroblasts, Alexa488-fibronectin deposition fluorescence, overnight | AID 743247 | inhibition, % at 12.6 µM | hit rate 0.086% among 350,000;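 active means mean inhibition across replicates of 30% or more, regardless of how many single replicates reach that level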;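 further: positive control wells lacked labelled fibronectin entirely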
#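 material = AH1F fibroblast monolayer depositing Alexa488-labelled fibronectin into matrix | amount = 10000 AH1F cells/well | buffer or medium = DMEM plus 2% serum, read in PBS | incubation = 1 h cell adhesion before compound, then overnight fibronectin incubation | detection = fluorescence at 485 nm excitation, 525 nm emission | evaluation = percent inhibition as loss of matrix-bound fibronectin fluorescence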
# PGC1a acetyl inh: modulators of PGC1a acetylation | U2OS PGC1a acetylation, AlphaScreen anti-acetyl-lysine; with virally co-expressed GCN5 acetyltransferase | inhibition, % at 15.6 µM | hit rate 0.17% among 350,000;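 active means every replicate shows inhibition of at least 40%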;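 further: 0% = neutral control wells and 100% = positive control wells; some results beyond the cut were filed as inactive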
# Cneo AK release: causes C. neoformans cell lysis; adenylate kinase release luminescence, 4 h; normalised: neutral wells 0, clomiphene wells 100; lysis activity, % at 15 µM; hit rate 0.2% among 360,000; AID 651654;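 active means mean lysis activity across replicates of at least 80%, whatever share of replicates individually reach that level; inactive means mean lysis activity below 80%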
#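 read-out = cell lysis signal | test system = log-phase Cryptococcus neoformans yeast cells | input = cells at 5 × 10^6 per mL | medium = fresh YPD growth medium | signal = luminescent adenylate kinase detection reagent | timing = 4 h at 37 °C static, read 1 h later | dosing = single dose | controls = Clomiphene as positive lysis control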
# INS-1E GSIS act: GLuc luminescence reporter in INS-1E cells, primary screen for activators of glucose-dependent secretion of insulin. activation, % at 16.6 µM. hit rate 0.61% among 370,000. INS-1E GLuc reporter insulin secretion, 2-3 h. AID 743287;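 active means lowest replicate activation of at least 40%, so every replicate reaches that level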;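 further: 0% = median of neutral control wells and 100% = median of IBMX positive control wells; some compounds called inactive have numbers as strong as hits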
# * marks the source's active call; other numbers are inactive results; · = not tested or not shown; & = joins results of further samples; [ ] = dose if it differs, or a comment.
# Abbreviations: A = Statin myotox sup; B = PglD DTNB; C = CFTR F508del cor; D = miR122 inh; E = FN deposition inh; F = PGC1a acetyl inh; G = Cneo AK release; H = INS-1E GSIS act
> Cc1ccc2nc(-c3ccccc3N)[nH]c2c1
  A: 0 | B: -1 | C: 0.9 | D: -7 | E: -3 | F: -5 | G: -9 | H: -5

> CCCN(CC(=O)Nc1ccc(C(N)=O)cc1)CC(=O)Nc1ccccc1C
  A: · | B: · | C: -2.1 | D: · | E: 9 | F: -8 | G: · | H: -11

> COc1ccc(-n2nnc3c(=O)n(CC(=O)N4CCCC4)cnc32)cc1
  A: · | B: -1 | C: · | D: -3 | E: 3 | F: 7 | G: -2 | H: 3

> O=C(CSc1nnc2ccc(-c3ccccn3)nn12)Nc1cccc(F)c1
  A: 5 | B: -3 | C: -0.5 | D: -3 | E: 5 | F: 8 | G: 1 | H: 6

> O=C(c1cccc(F)c1)N1CC(=O)N2[C@H](CO)[C@@H](c3ccc(C4=CCCC4)cc3)[C@H]2C1
  A: · | B: · | C: 1.1 | D: · | E: -5 | F: -13 | G: · | H: 6

> C[C@H]1CN([C@@H](C)CO)C(=O)c2cccc(NC(=O)c3ccc(-c4nccs4)cc3)c2O[C@@H]1CN(C)S(=O)(=O)c1cccs1
  A: · | B: 1 | C: 1.5 | D: -3[16.7 µM] | E: 0 | F: -3 | G: -4 | H: -1

> CCOC(=O)c1[nH]c2ccc(OC)cc2c1NS(=O)(=O)c1ccc(OC)cc1OC
  A: 2 | B: 4 | C: · | D: 36 | E: -19 | F: 11 | G: -1 | H: -7

> COc1ccc(/C=C/C(=O)N(CCC(N)=O)c2ccccc2)cc1S(=O)(=O)N1CCOCC1
  A: 4 | B: 2 | C: 3.4 | D: 1 | E: 6 | F: · | G: 1 | H: 16

> Cc1ccc(C2=NOC(=O)/C2=C\C=C\c2ccccc2)cc1
  A: · | B: 2 | C: -6.0 | D: · | E: 0 | F: -5 | G: -2 | H: -4

> CC(C)CC#Cc1cnc2c(c1)C(=O)N([C@H](C)CO)C[C@H](C)[C@@H](CN(C)Cc1ccccc1F)O2
  A: 14 | B: 1 | C: -1.3 | D: 5[16.7 µM] | E: 7 | F: -20 | G: 6 | H: -27

> O=S(=O)(Nc1ccccn1)c1ccc(Br)cc1
  A: 1 | B: -6 | C: 1.9 | D: 22 | E: 5 | F: 4 | G: -1 | H: -7

> COc1ccccc1-c1cnc2c(c1)C(=O)N([C@@H](C)CO)C[C@H](C)[C@H](CN(C)Cc1cccc(F)c1)O2
  A: -12 | B: 3 | C: -1.0 | D: 3[16.7 µM] | E: -2 | F: 5 | G: 0 | H: -16

> CCC(=O)Nc1ccc(C(=O)NNC(=O)c2cccc(C)c2)cc1
  A: 2 | B: 4 | C: -3.2 | D: -7 | E: -1 | F: 4 | G: 1 | H: -8

> O=C(Nc1nccs1)C1Cc2ccccc2CN1S(=O)(=O)c1ccc(F)cc1 (stereo not drawn)
  A: 13 | B: · | C: · | D: -5 | E: -2 | F: -16 | G: -2 | H: ·

> CCCc1nc2ccc(NC(=O)c3ccco3)cc2c(=O)n1Cc1ccccc1Cl
  A: · | B: 4 | C: · | D: -1 | E: -5 | F: 2 | G: 0 | H: ·

> O=C(NCc1ccccc1)C1=C[C@@H](c2ccc(C(F)(F)F)cc2)C[C@@H](OCc2ccc(CO)cc2)O1
  A: -3 | B: -4 | C: 1.4 | D: · | E: -5 | F: · | G: -2 | H: -3

> CO[C@H]1CN(C)C(=O)c2ccc(NS(=O)(=O)CC(F)(F)F)cc2OC[C@@H](C)NC[C@H]1C
  A: -2 | B: 0 | C: -0.5 | D: · | E: 1 | F: 4 | G: 0 | H: -2

> CC(=O)Nc1ccc(Sc2ccccc2C(=O)O)cc1
  A: · | B: · | C: -0.3 | D: · | E: -5 | F: 0 | G: · | H: 6

> O=C(CC1CC1)Nc1ccc2c(c1)[C@@H]1C[C@@H](CC(=O)N3CCCCC3)O[C@H](CO)[C@@H]1O2
  A: -4 | B: 1 | C: 0.4 | D: 5[16.7 µM] | E: -1 | F: 3 | G: 2 | H: -12

> O=C(O)C1CCN(S(=O)(=O)c2ccc(Cl)s2)CC1
  A: 4 | B: -9 | C: 2.5 | D: · | E: · | F: 8 | G: -1 | H: -12

> COC(=O)/C(=C\Nc1ccc(Cl)cc1Cl)NC(=O)c1ccccc1
  A: 6 | B: -8 | C: · | D: -3 | E: · | F: -10 | G: -1 | H: ·

> O=[N+]([O-])c1ccc2c(c1)nc1n2CCSC1
  A: 6 | B: 1 | C: 1.7 | D: 8 | E: 6 | F: -2 | G: 4 | H: -10

> CCN(CC(=O)NC(C)C)C(=O)c1cc(S(=O)(=O)N2CCCCC2)ccc1N1CCCCC1
  A: 14 | B: 0 | C: 2.4 | D: -3 | E: -6 | F: 3 | G: -1 | H: 22

> O=S(=O)(N[C@H]1CC[C@H](CCn2cc(-c3cccnc3)nn2)O[C@H]1CO)c1ccc(F)cc1
  A: 4 | B: 0 | C: 0.2 | D: · | E: · | F: 0 | G: -3 | H: -6

> CCOc1cc(C2NC(=O)NC(C)=C2C(=O)NCc2ccccc2)c(Cl)cc1O (stereo not drawn)
  A: -3 | B: -7 | C: -1.5 | D: -1 | E: · | F: -4 | G: -2 | H: 0

# (more compounds)
Molecule	Statin myotox sup	PglD DTNB	CFTR F508del cor	miR122 inh	FN deposition inh	PGC1a acetyl inh	Cneo AK release	INS-1E GSIS act
Nc1nonc1-n1nnc(C(=O)N/N=C/c2ccccc2)c1CN1CCc2ccccc21	-5	1	-1.6	2	3	-2	-1	0
C[C@H]1CN([C@@H](C)CO)C(=O)c2cc(Br)cnc2O[C@H]1CN(C)C(=O)C1CCOCC1	7	0	1.5	2[16.7 µM]	·	6	-1	2
Cc1noc(C)c1NC(=O)N(C)C[C@@H]1Oc2ccc(NC(=O)CCCCCC(=O)Nc3ccccc3N)cc2CC(=O)N([C@@H](C)CO)C[C@@H]1C	20	-3	-2.4	0[16.7 µM]	-16	-4	0	4
O=C(COC(=O)COc1ccc(Cl)cc1Br)NC1CC1	·	·	3.1	1	0	0	·	-12
CC(C)(C)NC(=O)C(c1ccccc1)N(Cc1cccs1)C(=O)c1csnn1 (stereo not drawn)	7	-2	·	-2	-23	1	2	·
CCOC(=O)C1=C(C)NC(=O)NC1c1ccc(Br)s1 (stereo not drawn)	31	0	·	-1	-2	-11	2	·
COc1ccc(NC(=O)N[C@@H]2CC[C@@H](CCn3cc(-c4ccccc4)nn3)O[C@H]2CO)cc1	-3	7	-1.2	·	·	-1	-3	-4
CCC(C(=O)NCCc1ccc(OC)cc1OC)n1nc(C)n2c(cc3occc32)c1=O (stereo not drawn)	5	-3	-1.0	·	-6	-1	-3	3

# Next results
Molecule	Statin myotox sup	PglD DTNB	CFTR F508del cor	miR122 inh	FN deposition inh	PGC1a acetyl inh	Cneo AK release	INS-1E GSIS act
O=C(CCSc1nnc(-c2ccncc2)o1)Nc1ccccc1	8	2	·	0	3	-2	2	·
C=C1[C@H]2O[C@H]2[C@@H](OC(C)=O)[C@@]2(C)[C@@H](OC(C)=O)C[C@@H](OC(C)=O)[C@@](C)(O)[C@@H]2[C@@H](OC(C)=O)[C@@]2(O)[C@@H](C)C(=O)O[C@H]2[C@H]1Cl	2	2	2.0	-2	-26	3	0	6
C[C@H]1CN([C@@H](C)CO)C(=O)c2cccc(NC(=O)Nc3ccc(C(F)(F)F)cc3)c2O[C@H]1CN(C)S(=O)(=O)c1ccc(F)cc1	37	-3	1.7	3[16.7 µM]	·	-8	-5	-2
CC(=O)c1sc(NC(=O)CN2C(=O)C3CCCCC3C2=O)nc1-c1ccccc1 (stereo not drawn)	-4	0	-1.7	·	0	·	0	-26
CC(=O)c1cc2c(cc1F)C(C)(C)CCC2(C)C	-2	7	-5.1	2	·	-4	0	-5
CN1C(=O)c2cc(NC(=O)c3cccc(F)c3)ccc2OC[C@@H]2O[C@H](CC(=O)NCC3CCCCC3)CC[C@@H]21	23&-19	2&4	·	·	7&12&-7	·	-6&1	-10&-13&-21
Cc1ccccc1-n1c(SCC(=O)N2CCN(c3ccccn3)CC2)nnc1N1CCOCC1	5	4	0.4	·	4	·	-1	29
Nc1nonc1N1CCCCC1	·	0	·	-3	0	·	-2	·

# Reformatted with two lines to a compound: part of the list above.
# Order of results: Statin myotox sup | PglD DTNB | CFTR F508del cor | miR122 inh | FN deposition inh | PGC1a acetyl inh | Cneo AK release | INS-1E GSIS act
- O=C(COC(=O)COc1ccc(Cl)cc1Br)NC1CC1
→ · | · | 3.1 | 1 | 0 | 0 | · | -12
- CC(C)(C)NC(=O)C(c1ccccc1)N(Cc1cccs1)C(=O)c1csnn1 (stereo not drawn)
→ 7 | -2 | · | -2 | -23 | 1 | 2 | ·
- CCOC(=O)C1=C(C)NC(=O)NC1c1ccc(Br)s1 (stereo not drawn)
→ 31 | 0 | · | -1 | -2 | -11 | 2 | ·
- COc1ccc(NC(=O)N[C@@H]2CC[C@@H](CCn3cc(-c4ccccc4)nn3)O[C@H]2CO)cc1
→ -3 | 7 | -1.2 | · | · | -1 | -3 | -4
- CCC(C(=O)NCCc1ccc(OC)cc1OC)n1nc(C)n2c(cc3occc32)c1=O (stereo not drawn)
→ 5 | -3 | -1.0 | · | -6 | -1 | -3 | 3
- O=C(CCSc1nnc(-c2ccncc2)o1)Nc1ccccc1
→ 8 | 2 | · | 0 | 3 | -2 | 2 | ·
- C=C1[C@H]2O[C@H]2[C@@H](OC(C)=O)[C@@]2(C)[C@@H](OC(C)=O)C[C@@H](OC(C)=O)[C@@](C)(O)[C@@H]2[C@@H](OC(C)=O)[C@@]2(O)[C@@H](C)C(=O)O[C@H]2[C@H]1Cl
→ 2 | 2 | 2.0 | -2 | -26 | 3 | 0 | 6
- C[C@H]1CN([C@@H](C)CO)C(=O)c2cccc(NC(=O)Nc3ccc(C(F)(F)F)cc3)c2O[C@H]1CN(C)S(=O)(=O)c1ccc(F)cc1
→ 37 | -3 | 1.7 | 3[16.7 µM] | · | -8 | -5 | -2
- CC(=O)c1sc(NC(=O)CN2C(=O)C3CCCCC3C2=O)nc1-c1ccccc1 (stereo not drawn)
→ -4 | 0 | -1.7 | · | 0 | · | 0 | -26
- CC(=O)c1cc2c(cc1F)C(C)(C)CCC2(C)C
→ -2 | 7 | -5.1 | 2 | · | -4 | 0 | -5

# The list continues:
Molecule	Statin myotox sup	PglD DTNB	CFTR F508del cor	miR122 inh	FN deposition inh	PGC1a acetyl inh	Cneo AK release	INS-1E GSIS act
CC(C)C(=O)N1CCC(Cc2ccccc2)CC1	1	-8	1.7	-1	-2	-2	0	12
C[C@H](CO)N1C[C@H](C)[C@@H](CN(C)Cc2ccc(C(=O)O)cc2)Oc2c(cccc2N(C)C)C1=O	9&1	0&-6	-2.9&0.9	-3[16.7 µM]	3	5&3	-2&0	11&-8
CC(=O)Nc1ccc2nc(NC(=O)COc3ccccc3)sc2c1	-9	0	2.2	-6	-4	4	20	12
CCOC(=O)C1=C(c2ccccc2)NC(=O)NC1c1ccc(OCC#N)c(OC)c1 (stereo not drawn)	-4	0	·	8	·	9	-1	·
CC(C)(C)NC(=O)c1ccccc1NC(=O)c1ccc2c(c1)OCO2	-1	-1	0.9	5	·	3	-1	-1
CCCNC(=O)N(C)C[C@H]1Oc2cc(-c3ccncc3)ccc2S(=O)(=O)N([C@H](C)CO)C[C@H]1C	0	-2	-2.2	-11[16.7 µM]	·	3	1	2

# Source: PubChem
